All columns: NCI-60 one-dose screen, growth in % after 48 h at 10 µM unless noted; 100 = growth as untreated, 0 = no growth, -100 = all killed.
OVCAR-3: OVCAR-3 ovarian cancer; hit rate 7% among 79,000
PC-3: PC-3 prostate cancer cells; hit rate 3.9% among 80,000
OVCAR-4: OVCAR-4 ovarian cancer cells; hit rate 3.7% among 80,000
DU-145: DU-145 prostate cancer; AID 1794760; hit rate 4.2% among 81,000
KM12: KM12 colon cancer cells. hit rate 5% among 82,000. AID 1794800
OVCAR-5: OVCAR-5 ovarian cancer. hit rate 2.9% among 82,000
SW-620: SW-620 colon cancer. hit rate 5.2% among 82,000
HCC-2998: HCC-2998 colon cancer. hit rate 4.7% among 79,000. AID 1794799
OVCAR-8: OVCAR-8 ovarian cancer | hit rate 4.4% among 81,000
Numbers without * were called inactive; x = not tested or not shown; & = joins results of further samples; [ ] = dose if it differs, or a comment. Rule for the calls: active = growth percent below 10; inactive = the rest.

SMILES	OVCAR-3	PC-3	OVCAR-4	DU-145	KM12	OVCAR-5	SW-620	HCC-2998	OVCAR-8
CC(C)(C)c1ccc(S(=O)(=O)N[C@H]2CC[C@H]3[C@@H]4CCc5cc(OS(=O)(=O)O)ccc5[C@H]4CC[C@]23C)cc1	34.1	27.5	53.4	63.3	40.9	87.3	56.6	73.2	52.1
NCCN1C(=O)CSC1=O	117.9	94.8	107.7	126.6	107.6	105.5	101.9	105.3	107.6
N#Cc1ncc(-c2cccc(F)c2F)c(NC2CCCCCC2)n1	x	67.0	76.8	91.7	52.1	88.6	89.5	100.3	87.9
Cc1ccc2c(C(C[N+](=O)[O-])c3ccccc3F)c(-c3ccccc3)[nH]c2c1 (stereo not drawn)	13.2	x	65.7	66.2	23.3	74.4	19.7	73.9	56.5
CCCCC(=O)OCC1OC(n2cnc3c(=S)nc[nH]c32)C(OC(=O)CCCC)C1OC(=O)CCCC (stereo not drawn)	22.0	x	29.8	32.0	36.1	32.3	23.5	-0.6*	-23.2*
COc1ccc(/C(C)=N/N=C2C(=O)Nc3ccc(F)cc32)cc1S(N)(=O)=O	108.3	94.0	107.4	107.0	101.6	93.7	103.7	113.6	94.9
N#C/C(=C\c1ccc(F)cc1)c1nc(N)nc(Nc2ccc(S(N)(=O)=O)cc2)n1	x	100.0	99.6	102.6	100.0	100.3	103.1	105.4	99.0
COC(=O)[C@H](Cc1ccc(O)cc1)NC(=O)C1(C)CCC[C@]2(C)[C@H]3C[C@H]4C(C(C)C)=C[C@]3(CC[C@@H]12)[C@@H]1C(=O)OC(=O)[C@@H]14 (stereo partly drawn)	102.3	100.7	107.1	105.6	100.5	92.5	100.9	103.6	99.5
Cn1cnc([N+](=O)[O-])c1Sc1ncnc2c1ncn2C1OC(CO)C(O)C1O (stereo not drawn)	27.2	72.0	64.0	40.7	51.3	71.0	96.5	45.6	60.7
COc1cc2nc(N3CCC[C@H](NC4=CC(=O)c5ccccc5C4=O)C3)nc(N)c2cc1OC	-57.7*	54.5	-88.0*	-54.1*	-39.2*	125.3	-45.1*	92.9	-57.2*
CCC1(c2ccccc2)SCC(c2ccccc2)=NC1=O (stereo not drawn)	105.5	65.5	84.3	108.9	98.5	89.6	105.1	98.6	94.8
CCOC(=O)CNc1nc(N)nc(N2CCCCC2)c1C=O	124.3	96.6	109.3	116.7	109.7	106.2	106.2	107.2	101.7
O=C(CCCCn1ccc(=O)[nH]c1=O)Nc1ccc(O)c(C(=O)O)c1	121.0	91.5	103.1	120.7	103.8	95.1	99.5	101.7	110.8
[2H]C([2H])([2H])Oc1cccc(/C=C/C(=O)/C=C(O)/C=C/c2cccc(OC([2H])([2H])[2H])c2OC([2H])([2H])[2H])c1OC([2H])([2H])[2H]	102.5	108.2	75.9	93.5	95.7	103.3	104.0	110.1	89.9
Cc1ccc2c(=O)c(C(=O)O)c[nH]c2n1	112.9	107.0	95.7	112.6	100.6	115.7	108.2	101.4	93.6
O=C1c2ccc3c4c(ccc(c24)C(=O)N1CCCCO)C(=O)N(CCCCO)C3=O	32.9	63.0	42.4	x	95.3	105.8	10.6	97.2	75.4
CN1C(C)(C)CCCC1(C)C	108.4	101.7	110.3	121.7	108.2	107.8	116.9	99.9	106.0
CCOc1ccc(-n2nc(C(=O)NCc3cccc(C)c3)nc2-c2cc(OC)c(OC)c(OC)c2)cc1	99.9	84.3	101.3	107.6	95.2	104.4	103.9	91.9	90.5
COc1ccccc1C(=O)c1ccccc1	109.2	101.0	99.3	105.5	105.2	101.9	96.9	105.2	107.2
NC(=O)C1(Nc2ccc(Br)cc2)CCCC1	112.9	94.3	114.8	119.2	109.0	96.7	105.5	115.6	102.5
CS(=O)(=O)Nc1cc(-c2ccc3ncnc(Nc4ccc5c(cnn5Cc5ccccn5)c4)c3c2)cnc1Cl	44.1	72.8	91.5	90.0	95.4	68.5	84.3	80.4	90.3
CCOC(=O)c1c(NC(C)=O)sc2c1CCN(C(=O)OC(C)(C)C)C2	99.5	90.1	104.2	108.0	97.4	101.1	98.6	107.6	99.5
C[C@@]1(F)[C@H](O)[C@@H](CO)O[C@H]1n1ncc(=O)[nH]c1=O	107.3	86.2	101.1	111.6	104.1	107.3	103.4	97.6	95.5
O=c1[nH]c(=S)[nH]cc1Cc1ccc(Cl)cc1	109.5	85.2	92.6	105.4	101.7	93.9	101.6	114.8	98.5

Full records, quoted from the list.
Record of O=c1[nH]c(=S)[nH]cc1Cc1ccc(Cl)cc1 = OVCAR-3: 109.5; PC-3: 85.2; OVCAR-4: 92.6; DU-145: 105.4; KM12: 101.7; OVCAR-5: 93.9; SW-620: 101.6; HCC-2998: 114.8; OVCAR-8: 98.5
Record of Cc1ccc2c(=O)c(C(=O)O)c[nH]c2n1 = OVCAR-3: 112.9; PC-3: 107.0; OVCAR-4: 95.7; DU-145: 112.6; KM12: 100.6; OVCAR-5: 115.7; SW-620: 108.2; HCC-2998: 101.4; OVCAR-8: 93.6
Record of CN1C(C)(C)CCCC1(C)C = OVCAR-3: 108.4; PC-3: 101.7; OVCAR-4: 110.3; DU-145: 121.7; KM12: 108.2; OVCAR-5: 107.8; SW-620: 116.9; HCC-2998: 99.9; OVCAR-8: 106.0

The list continues:
SMILES	OVCAR-3	PC-3	OVCAR-4	DU-145	KM12	OVCAR-5	SW-620	HCC-2998	OVCAR-8
Clc1ccc2c(NCCCNCc3ccc4c(c3)OCO4)ccnc2c1	63.7	51.6	59.1	58.1	65.4	85.8	28.9	6.0*	30.7
O=C(CCl)N1c2ccccc2Sc2c1ccc1ccccc21	74.3	70.6	x	93.9	87.2	108.3	11.1	98.5	64.2
C#CCN1CCCC(O)C1 (stereo not drawn)	113.5	105.8	98.4	112.2	107.0	107.2	110.7	100.6	95.1
O=C(Cn1nc(-c2ccccc2)ccc1=O)NN1C(=O)c2ccccc2C1=O	125.5	97.8	94.7	105.3	102.6	120.1	114.5	107.7	81.9
COc1ccc(C2CC(=O)Nc3c2c(C)nn3-c2nc3ccccc3[nH]2)cc1 (stereo not drawn)	18.3	38.7	120.8	89.1	30.4	111.7	48.2	112.3	108.3
Nc1nc(=S)[nH]c(=S)[nH]1	x	61.6	x	110.0	110.9	93.5	98.5	93.5	102.5
COc1ccc2c(c1)C(C)Cc1c(ncnc1-n1cnc3cc(C)ccc31)N2C (stereo not drawn)	6.1*	24.7	58.2	10.2	12.2	78.1	25.0	10.7	9.0*
O=C(N/N=C/c1ccc2c(c1)OCO2)c1ccncc1	96.5&105.7	88.5&104.0	98.7&103.2	112.6&114.3	102.6&91.9	113.0&98.7	98.3&93.6	112.8&103.0	108.9&100.0
CCOC(=O)c1c(C)oc2cc3c(C(=O)OCC)c(C)oc3cc12	114.5	89.6	117.5	111.2	103.7	101.9	108.5	107.0	96.4
O=[N+]([O-])c1ccc(O)c(S(=O)(=O)O)c1	108.6	97.3	108.3	110.2	110.6	93.2	104.0	111.7	94.4
Cc1ccc(C(C)C)cc1OCCOCCCl	109.7	93.0	111.3	111.5	95.3	101.0	101.4	113.6	100.8
Nc1ncnc2c1ccn2-c1cccc(NC(=O)c2cccc(C(F)(F)F)c2)c1	80.0	51.7	68.7	81.8	54.0	81.4	90.2	98.6	78.0

Given as labelled records: entries from further up
O=C(Cn1nc(-c2ccccc2)ccc1=O)NN1C(=O)c2ccccc2C1=O
  OVCAR-3 = 125.5 | PC-3 = 97.8 | OVCAR-4 = 94.7 | DU-145 = 105.3 | KM12 = 102.6 | OVCAR-5 = 120.1 | SW-620 = 114.5 | HCC-2998 = 107.7 | OVCAR-8 = 81.9

COc1ccc(C2CC(=O)Nc3c2c(C)nn3-c2nc3ccccc3[nH]2)cc1 (stereo not drawn)
  OVCAR-3 = 18.3 | PC-3 = 38.7 | OVCAR-4 = 120.8 | DU-145 = 89.1 | KM12 = 30.4 | OVCAR-5 = 111.7 | SW-620 = 48.2 | HCC-2998 = 112.3 | OVCAR-8 = 108.3

Continuation:
SMILES	OVCAR-3	PC-3	OVCAR-4	DU-145	KM12	OVCAR-5	SW-620	HCC-2998	OVCAR-8
c1ccc(-c2oc3ncn4nc(-c5cccnc5)nc4c3c2-c2ccccc2)cc1	117.4	99.3	95.6	98.6	98.8	100.2	102.1	101.6	100.3
Cc1cccc(Cc2c(C)cc(C)c(N(CC(=O)O)S(=O)(=O)c3ccccc3)c2C)c1	103.0	88.8	112.8	96.9	101.4	104.8	108.3	106.1	94.4
O=C(NOC[C@H](O)CO)c1ccc(F)c(F)c1Nc1ccc(I)cc1F	95.1	92.8	62.0	58.7	24.1	10.0*	18.5	-15.9*	43.5
Cc1cc([N+](=O)[O-])ccc1NC(=O)c1ccc2c(c1)nc(-c1ccccc1)n2C1CCCCC1	92.8	77.4	95.2	105.3	69.3	95.5	97.6	88.3	87.6
CCOC(=O)C1=C(N)N(c2ccccc2)C2=C(C(=O)CC(C)(C)C2)C1c1ccccc1OC (stereo not drawn)	112.1	89.2	101.6	99.6	112.6	102.7	107.2	100.9	108.0
C=C1C(=O)O[C@H]2[C@H]1CC/C(COC(=O)c1cc3ccccc3o1)=C\CC[C@@]1(C)O[C@@H]21	-87.4*	-8.8*	-10.5*	-24.2*	26.7	-18.8*	-58.2*	61.6	-12.6*
C[C@@H]1C[C@@]2(C)C(=CC1=O)CC[C@@H]1[C@@H]2C(=O)C[C@@]2(C)[C@H]1CC[C@]2(O)C(=O)CO	114.9	87.1	104.2	121.2	110.5	106.8	105.8	115.7	98.3
C#Cc1cccc(Oc2ccccc2NC(=O)CCl)c1	79.7[8.25 µM]	101.4[8.25 µM]	94.2[8.25 µM]	106.4[8.25 µM]	95.9[8.25 µM]	106.4[8.25 µM]	87.4[8.25 µM]	100.4[8.25 µM]	98.6[8.25 µM]
CCOC(=O)C(=Cc1ccc(-c2ccccc2)cc1)C(=O)OCC	52.8	31.8	75.5	36.6	36.6	71.0	10.8	76.2	19.7
COC(=O)[C@H](C)NC(=O)[C@@H]1CCCN1C(=O)CNC(=O)[C@H](C)N	111.5	101.5	89.1	104.9	103.8	113.7	105.4	105.8	105.4
CC(=O)c1nnn(-c2ccc(S(N)(=O)=O)cc2)c1C	104.7	94.7	101.9	102.5	99.7	97.2	96.2	105.8	100.6
NC(CCCCOc1ccccc1)C(=O)O (stereo not drawn)	102.1	99.8	120.8	104.8	96.7	104.2	113.6	93.0	111.8
CCOC(=O)/C(=C\CC/C(C)=C/CC/C(C)=C/CCc1ccoc1)CC(=O)O	112.7	100.5	108.4	103.9	107.9	106.6	118.9	108.8	88.2
CSc1oc(-c2ccccc2)nc1S(=O)(=O)c1ccc(C)cc1	97.5	91.9	97.0	113.9	95.4	87.1	94.5	107.1	98.2
Cc1ccc(Oc2ccc(NC(=O)Cn3c(=O)ccn(CCCCCCCCOc4ccc(Br)cc4)c3=O)cc2)cc1	85.7	53.6	46.4	77.7	66.2	95.9	76.5	69.3	62.8
CCCCCCCCCCCCCCCc1cc(OC2OC(COC(C)=O)C(OC(C)=O)C(OC(C)=O)C2OC(C)=O)ccc1[N+](=O)[O-] (stereo not drawn)	86.0	39.7	77.1	97.2	64.8	95.1	100.0	87.3	71.9
NS(=O)(=O)c1cnccc1-n1ccc(=O)c(S(N)(=O)=O)c1	93.3	86.5	95.2	105.9	93.3	89.7	97.0	104.0	100.3
O=S(=O)(O)c1ccc(N=NN2CN(N=Nc3ccc(S(=O)(=O)O)cc3)C3CCCCCC2N3N=Nc2ccc(S(=O)(=O)O)cc2)cc1	113.4	110.2	100.2	103.6	101.4	110.2	98.4	109.1	102.8
CC(=O)CC(=O)Nc1c(C#N)nnn1-c1ccc(S(N)(=O)=O)cc1	100.4	86.2	99.3	104.8	94.0	96.7	97.3	96.1	88.6
CC(=O)OCC1OC(SC(=N)N)C(OC(C)=O)C(OC(C)=O)C1OC(C)=O (stereo not drawn)	104.5	88.1	96.7	109.1	98.2	103.1	93.7	107.8	102.8
COc1cccc(-c2ccnc(/N=C(\N)Nc3ccc(S(=O)(=O)Nc4nc(C)cc(C)n4)cc3)n2)c1	99.3	91.2	96.0	110.9	98.0	106.6	105.5	113.6	101.5
O=C(N/N=C/C[C@@H]1[C@@H](COC2CCCCO2)[C@H](OC2CCCCO2)C[C@@H]1O)c1ccncc1 (stereo partly drawn)	104.4	93.6	121.3	109.4	100.6	103.7	98.6	108.8	73.6
NC(=O)c1cc(O)cc(O)c1	121.3	96.0	123.3	125.5	113.0	116.3	104.2	101.1	98.9
CCCOc1ccc(-c2nc(-c3ccc(N)cc3)cs2)cc1	145.5	94.6	100.3	133.2	114.6	108.1	113.0	113.9	87.0
Cc1csc(/N=C(N)/N=C(\N)c2cccc(F)c2)n1	x	96.1	103.9	109.1	98.4	114.6	101.2	108.9	101.0
CC1CCCCN1CCCNC(=O)c1ccc2c(c1)sc1nc(-c3ccc(F)cc3)cn12 (stereo not drawn)	104.7	83.8	x	104.8	100.6	100.0	104.9	88.7	105.4
COc1cc2cc3c(=O)n4c(cc5ccncc54)c(=O)n3c2cn1	110.6	94.9	115.3	109.1	101.1	115.3	108.1	98.5	94.5
Cc1ccc2nc(-c3c(-c4ccccc4)nc4sccn34)[nH]c2c1	103.3	95.9	98.7	94.2	100.2	114.3	99.1	106.0	95.8
C=CCN(CC=C)c1nn[nH]n1	110.6	91.0	116.6	112.2	106.7	108.2	98.3	110.6	107.7
O=C1C(=C(O)c2ccccc2)C(=O)c2ccccc21	108.7	94.5	100.6	104.1	103.9	104.0	111.2	108.9	104.8
CCOC(=O)C(=O)Cc1nc(OCc2ccccc2)cc(OCc2ccccc2)n1	106.3	85.9	101.0	110.7	101.3	104.1	103.2	99.4	94.7
N=c1scc(-c2ccccc2)n1CC(=O)N1CCOCC1	97.0	81.3	97.3	106.8	103.0	96.3	98.0	103.9	94.8
